High-throughput results (PubChem)
DRD3 agonist = agonists of human D3 dopamine receptor; P35462; D3R DiscoveRx beta-arrestin cells, luminescence, 90 min; max activation, %; 410,000 tested, 0.58% active; in the data active means max activation above about 30%; further: 0% is about no effect; mostly tested at two doses, the higher about 12 µM
Target sequence (P35462 whole entry, looked up): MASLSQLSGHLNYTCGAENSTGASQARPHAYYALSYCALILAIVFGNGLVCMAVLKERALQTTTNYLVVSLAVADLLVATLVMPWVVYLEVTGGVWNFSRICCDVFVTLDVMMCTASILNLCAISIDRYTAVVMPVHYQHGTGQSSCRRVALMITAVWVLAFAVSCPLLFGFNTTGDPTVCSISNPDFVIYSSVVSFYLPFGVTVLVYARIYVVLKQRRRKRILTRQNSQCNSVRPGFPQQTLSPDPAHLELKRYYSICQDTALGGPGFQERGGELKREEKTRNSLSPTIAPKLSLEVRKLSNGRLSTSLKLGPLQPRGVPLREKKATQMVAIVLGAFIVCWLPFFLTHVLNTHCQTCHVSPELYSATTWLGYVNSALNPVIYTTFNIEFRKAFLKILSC
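Agonist-mode cell screen: cells plated at 1500/well and incubated overnight at 37 °C, then exposed to library compounds for 90 min at 37 °C. Detection reagent was added for 30–60 min at room temperature, and luminescence was read.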
IL-1B inflam inh = blocks inflammasome-driven IL-1 beta release; 360,000 tested, 4.7% active; activity change, % at 57.5 µM; THP-1 LPS/ATP IL-1B secretion, AlphaLISA, 16 h; hits give low values; AID 743279; in the data active means activity change below about -50%; inconclusive means mostly about -30% to -49%; further: on the % scale 0 is the no-effect control and ±100 the full control effect
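Secreted IL-1B measured by AlphaLISA bead assay after 16 h compound exposure of THP-1 cells; compounds (final up to 57.5 uM) added 1 h before LPS (250 ng/mL) and ATP (1.25 mM) stimulation; lower signal means less secretion.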
HT1080-NT tox = kills 2HG-producing HT-1080-NT fibrosarcoma cells | HT-1080-NT fibrosarcoma viability, CellTiter-Glo ATP luminescence, 48 h | Potency, µM (series often up to 46.1 µM), inactives show at the highest dose activity, negative = less viability, hits mostly cytotoxic | 360,000 tested, 1.6% active;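 further: NT is the 2HG producing partner of a matched IDH1 knockdown line; potency means the concentration at half of the fitted maximal effect; 0% = DMSO-treated cells and -100% = media-only wells without cells; nearly all actives have a fitted effect of over 55% in size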
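Read-out is CellTiter-Glo luminescence after 10 minutes at room temperature, following 48 hours' compound treatment of HT-1080-NT cells (750 cells/well, RPMI, 5% FBS, 37 degrees C).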
KB-3-1 tox = kills parental KB-3-1 adenocarcinoma cells; Potency, µM (top dose mostly 46.1 µM), for inactives: at the top dose activity change, negative = cytotoxic, hits mostly cytotoxic; KB-3-1 viability, CellTiter-Glo ATP luminescence, 72 h; AID 1347075; 400,000 tested, 1.4% active; further: potency means the concentration at half of the fitted maximal effect; on the % scale 0 is the no-effect control and ±100 the full control effect; nearly all actives have a fitted effect of over 60% in size
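72 h, 37 °C compound treatment of KB-3-1 parental cells; CellTiter-Glo added, 10 min, luminescence read. Data corrected against DMSO-only plates and normalized before curve fitting.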
GLP1R cytotox = cytotoxicity in counter-screen for GLP-1R inverse agonists. AID 624418. 410,000 tested, 0.13% active. HEK293 cAMP-luciferase reporter cells, luminescence, 24 h. Potency, µM (titrated, usually from 38.3 µM), for the others: top-dose activity change, negative = inhibition, hits mostly inhibitors;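 further: loss of luciferase light is scored as toxicity; potency means the concentration at half of the fitted maximal effect; on the % scale 0 is the no-effect control and ±100 the full control effect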
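Cells in DMEM/10% Nu serum/1% pen-strep, 1536-well format. Pre-incubated 12 h, dosed with 23 nL compound, incubated a further 24 h. Luciferase detection, 12 min at room temp, luminescence.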
MCF10A rereplic = induces DNA re-replication in MCF 10a normal breast cells | MCF 10A DNA re-replication, Hoechst nuclear intensity, 48 h | Potency, µM (series often up to 46.1 µM), for inactives: top-dose activity, positive = re-replication, usual class: activators | AID 624296 | 350,000 tested, 2.9% active; further: potency means the concentration at half of the fitted maximal effect; % of control where 0% means no effect; nearly all actives have a fitted effect of over 50% in size
SW480 rereplic = inducers of DNA re-replication in SW480 colon cancer cells; SW480 DNA re-replication, Hoechst DNA content imaging, 48 h; Potency, µM (doses to about 46.1 µM), for inactives: at the highest dose re-replication activation, usual class: activators; 340,000 tested, 1.8% active; further: potency means the concentration at half of the fitted maximal effect; % of control where 0% means no effect; nearly all actives have a fitted effect of over 55% in size
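Hoechst fluorescence of nuclei (405 nm excitation, 500-530 nm emission) measured by plate-scanning imager after 48 hr compound exposure at 37 C; re-replication scored as increased number of nuclei with elevated intensity.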
HT1080 IDH1KD tx = toxicity to HT-1080 IDH1 knockdown cells (counter line); HT-1080 IDH1 knockdown viability, ATP luminescence, 48 h; Potency, µM (top dose mostly 46.1 µM), for the others: at the top dose activity, negative = toxicity, hits mostly cytotoxic; 360,000 tested, 2% active;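 further: potency means the concentration at half of the fitted maximal effect; 0% = DMSO wells and -100% = cell-free medium wells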
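Luminescent ATP read-out (CellTiter-Glo, 10 min at room temperature) after 48 h compound exposure at 37 °C gave viability of IDH1-knockdown HT-1080 cells. Activity was normalised to DMSO and cell-free wells, then fitted as concentration-response curves.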
KB-V1 cytotox = KB-V1 MDR subline cytotoxicity | 400,000 tested, 3.4% active | Potency, µM (top dose mostly 46.1 µM), without a hit: at the top dose activity change, negative = cytotoxicity, most hits filed as cytotoxic | KB-V1 MDR cells viability, CellTiter-Glo, 72 h; further: potency means the concentration at half of the fitted maximal effect; on the % scale 0 is the no-effect control and ±100 the full control effect; nearly all actives have a fitted effect of over 60% in size
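Potencies derive from concentration-effect curves fitted to normalized luminescence (CellTiter-Glo) of KB-V1 cells treated for 72 h at 37 degrees C in phenol-red-free DMEM containing 10% FBS.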
Numbers without * were called inactive; ? = inconclusive; . = no result given; & = joins results of further samples; [ ] = remark or other dose. Unless noted, the call rests on the fitted dose curve; in most records, active means well fitted curve in the direction sought with a large enough effect; inconclusive means small, poorly fitted or top-dose-only effect, or another doubt; inactive means no such curve, though single readings can be large; an effect the other way counts as inactive or inconclusive.

SMILES	DRD3 agonist	IL-1B inflam inh	HT1080-NT tox	KB-3-1 tox	GLP1R cytotox	MCF10A rereplic	SW480 rereplic	HT1080 IDH1KD tx	KB-V1 cytotox
O=C(CNc1cccc(S(=O)(=O)N2CCCC2)c1)Nc1cccc(C(F)(F)F)c1	-5	0	-3%	0%	-30%	2%	-2%	-22%	0%
O=C(O)C1C2C=CC(O2)C1C(=O)NCc1ccccc1Br (stereo not given)	-14	13	5%	-9%	-7%	-20%	-2%	-22%	11%
NC(Cc1ccc(OC(F)F)cc1)C(=O)O (stereo not given)	-15	-9	?	-19%	-1%	0%	-8%	12%	11%
O=C(CN1CCN(Cc2ccccc2)CC1)NNC(=O)c1ccccc1	-1	16	3%	-4%	-1%	-6%	-4%	10%	20%
CCOC(=O)c1ccccc1NC(=O)Cn1c(=O)n(Cc2ccccc2)c(=O)c2c(C)c(C)sc21	7&10	65	?	8%&-2%	-1%&1%	1%	-5%	18%	6%&-3%
CNC(=S)Nc1ccc(N2CCN(c3ccc(C(F)(F)F)cn3)CC2)nc1	-23	-1	-6%	0%	7%	13%	1%	-3%	12%
CCc1ccc(C2CC(=O)Nc3c2c(C)nn3-c2nc(C)cc(C)n2)cc1 (stereo not given)	-6	.	.	-3%	-6%	.	.	.	0%
CCOc1ccc(NS(=O)(=O)c2ccc(C(=O)NC3CCN(Cc4ccccc4)CC3)cc2)cc1	-24	-14	-1%	-10%	-7%	10%	-5%	-11%	-29%
Cc1cc2occ(CC(=O)OCC(=O)Nc3sc4c(c3C#N)CCC(C)C4)c2cc1C (stereo not given)	4	0	3%	23%	-7%	-27%	-2%	3%	-19%
CCOc1ccc(C(N)=O)cc1OC	-1	2	0%	-10%	-1%	0%	2%	10%	9%
c1nnc(NC2=NCCCCC2)s1	-24	-4	4%	7%	-18%	15%	2%	-3%	-16%
OC1c2c(F)cccc2N=C2CCCCN21 (stereo not given)	0	42	12%	0%	-2%	.	.	7%	13%

Some entries already given, reduced to HT1080-NT tox and MCF10A rereplic:
molecule	HT1080-NT tox	MCF10A rereplic
CCOC(=O)c1ccccc1NC(=O)Cn1c(=O)n(Cc2ccccc2)c(=O)c2c(C)c(C)sc21	?	1%
c1nnc(NC2=NCCCCC2)s1	4%	15%

Other results.
SMILES	DRD3 agonist	IL-1B inflam inh	HT1080-NT tox	KB-3-1 tox	GLP1R cytotox	MCF10A rereplic	SW480 rereplic	HT1080 IDH1KD tx	KB-V1 cytotox
CCOc1ccc(Nc2cc(C)nc3nc(Cc4ccc(Cl)cc4)nn23)cc1	0	.	.	2%	-8%	.	.	.	21%
CC1(c2cccc(Br)c2)NC(=O)N(CC(=O)c2ccc3c(c2)OCO3)C1=O (stereo not given)	-3	-17	-3%	1%	-7%	.	.	-2%	-14%
Cc1ccc(C)c(SCC(=O)OCC(=O)c2ccco2)c1	-1	11	-3%	17%	25%	-9%	1%	-6%	-1%
CC(C)Oc1ncnc2c1[nH]c1ccccc12	3	-27	?	?	-10%	4%	64%	-23%	?
CCOc1ccccc1NC(=O)C(Cc1ccccc1)NS(=O)(=O)c1ccc2c(c1)oc(=O)n2C (stereo not given)	0	.	.	-2%	0%	.	.	.	2%
CCOC(=O)c1cc(-c2ccccc2)sc1NC(=O)CN1C(=O)NC(CC)(c2ccc(F)cc2)C1=O (stereo not given)	5	0	-2%	-8%	-14%	-184%[0.0737 µM]	-8%	-7%	1%
O=C(NC(=S)NCCc1ccccc1)c1ccccc1F	-4	32	5%	0%	-10%	0%	-1%	8%	8%
Cc1ccc(NC(=O)CCn2cccc2)cc1	-6	-2	4%	20%	2%	0%	-5%	9%	0%
C[C@@H]1CN([C@@H](C)CO)C(=O)CCCn2nncc2CO[C@H]1CN(C)C(=O)Nc1ccnc(N2CCOCC2)c1	1	25	2%	-1%	2%	.	.	15%	-5%
COc1ccc(Nc2nccc3c2nnn3C)cc1	1	5	7%	9%	1%	1%	2%	14%	-8%
CC1CCN(c2c(NCC3CCC(C(=O)NCCc4ccc(Cl)cc4)CC3)c(=O)c2=O)CC1 (stereo not given)	-15	?	2%	-5%	4%	7%	?	-6%	14%
CCc1nn2c(N)c(/C=C3\C=Nc4ccccc43)c(=O)nc2s1	-10&6	3	4%&13%	?	?	?	-12%&-2%	23%&11%	-14%&9%

Filtered by structure, the compounds so far containing a COOH group.
SMILES	DRD3 agonist	IL-1B inflam inh	HT1080-NT tox	KB-3-1 tox	GLP1R cytotox	MCF10A rereplic	SW480 rereplic	HT1080 IDH1KD tx	KB-V1 cytotox
O=C(O)C1C2C=CC(O2)C1C(=O)NCc1ccccc1Br (stereo not given)	-14	13	5%	-9%	-7%	-20%	-2%	-22%	11%
NC(Cc1ccc(OC(F)F)cc1)C(=O)O (stereo not given)	-15	-9	?	-19%	-1%	0%	-8%	12%	11%

Remaining list, next part.
SMILES	DRD3 agonist	IL-1B inflam inh	HT1080-NT tox	KB-3-1 tox	GLP1R cytotox	MCF10A rereplic	SW480 rereplic	HT1080 IDH1KD tx	KB-V1 cytotox
Cc1ccc(-c2noc(C3CCCN(C(=O)c4cccc(Cl)c4)C3)n2)o1 (stereo not given)	1	12	-14%	2%	6%	15%	19%	-12%	-19%
COc1ccc(-c2c(-c3ccc(O)cc3O)n[nH]c2C)cc1OC	3	16	?	?	5%	?	?	?	?
Cc1ccc(CN(Cc2ccco2)C(=O)c2ccco2)cc1	-5	0	7%	-4%	0%	-11%	-1%	-1%	-8%
Clc1ccc(-c2csc(=Nc3ccccc3)n2Cc2ccc3c(c2)OCO3)cc1	-4	.	.	-25%	2%	.	.	.	-22%
O=C(CNC(=O)c1ccco1)NCc1ccc2c(c1)OCO2	0	9	7%	17%	32%	3%	-1%	9%	?
CCn1c(SCC(=O)Nc2cc(C)on2)nc2c(c1=O)SC(C)C2 (stereo not given)	7	15	4%	9%	5%	-4%	-12%	2%	?
N#CC(Sc1ccccn1)c1ccc(Cl)cc1Cl (stereo not given)	-1	-30	-3%	4%	9%[7.66 µM]	0%	0%	-25%	17%
COc1ccccc1CN1CCN(Cc2cc(OC)c(OC)cc2OC)CC1	-12	-1	-11%	-28%	-10%	10%	18%	-2%	1%
Cn1cc(-c2nnnn2-c2ccc(Cl)cc2)c(=O)c2ccccc21	-1	12	2%	12%	-3%	1%	-1%	2%	1%
COc1ccc(N2CCN(C(=O)CCc3nnc4n(C)c(=O)c5sccc5n34)CC2)cc1	0	.	.	24%	0%	.	.	.	?
CN(C)C(=O)c1cc(C(=O)c2ccc(F)cc2C(F)(F)F)c[nH]1	10	32	-13%	?	3%	12%	3%	-15%	-19%
Cc1ccc(S(=O)(=O)N2CCC(=O)N(C(COC(=O)Nc3ccccc3)Cc3ccccc3)CC2)cc1 (stereo not given)	-9	0	5%	5%	?	19%	4%	-3%	-5%
CC(=O)NC1(c2ccccc2)CCN(CC(=O)N2CCC(C)CC2)CC1	2	-8	3%	0%	4%	-1%	0%	4%	-14%
Cc1cc(S(=O)(=O)NCC2CC2)c(Cl)cc1Cl	-18	2	2%	-3%	-7%	-8%	-1%	-9%	-2%
Cc1ccc(C(=O)NN(CCC#N)C2=NS(=O)(=O)c3ccccc32)cc1	-1	0	17%	21%	-14%	7%	-13%	11%	1%
COc1ccc(NC(=O)CNc2cc(C)ccc2C)cc1S(=O)(=O)N1CCOCC1	4	10	0%	-4%	-22%	7%	-18%	1%	-19%
COc1cc2c(cc1OC)C(C(=O)N1CCN(c3ccccn3)CC1)C(c1cccs1)N(C)C2=O (stereo not given)	-4	3	-7%	3%	0%	5%	15%	-1%	?
Cc1cc(O)c(C(c2ccccc2)N2CCC(C)CC2)c(=O)n1Cc1ccco1 (stereo not given)	-12	.	.	-3%	-4%	.	.	.	0%
C=CC1C(N2CCOCC2)C(C)(C)S1(=O)=O (stereo not given)	-4	0	16%	-11%	13%	?	10%	14%	19%
CC(C)[C@H](N)c1nnc(SC/C=C/c2ccccc2)o1	0	-10	1%	-8%	3%	1%	-20%	-3%	?
COc1ccc(CN2CCC(Oc3ccc(C(=O)NCc4ccccn4)cc3)CC2)c(F)c1	-13	-5	0%	-10%	-5%	17%	1%	-12%	-45%
O=[N+]([O-])c1cc([N+](=O)[O-])c2nonc2c1Nc1ccc(O)cc1	3	4	-1%	-1%	-26%	1%	-5%	-4%	0%
Cc1cccc(NC(=O)CSc2nc3ccccc3nc2N2CCCC2)c1	18	?	-27%	?	36%[activator]	21µM*	25%	?	?
Cc1cc(Br)ccc1OCCNCc1ccccc1	-10	?	?	1%	3%	?	-4%	?	6%
Fc1ccccc1-c1nc(N2CCN(c3cccc(Cl)c3)CC2)c2ccccc2n1	-1	.	.	?	3%	.	.	.	3%
C#CCn1c(=O)c2c(ncn2C)n(C)c1=O	-22	1	1%	0%	0%	5%	-32%[inhibitor]	8%	9%
COc1ccc(NC(=O)NCCCCc2ccccc2)cc1	0	0	2%	5%	1%	-57%[inhibitor]	0%	6%	0%
O=C(Cc1csc(N2CCOCC2)n1)N/N=C/c1ccc(F)cc1	2	17	3%	7%	3%	-2%	0%	5%	-17%
Cn1nc(C(C)(C)C)cc1N1C(=O)CCC1(C)C(=O)NC1CCCC1 (stereo not given)	-7	-4	29%	0%	-13%	.	.	24%	5%
CC/C(O)=C1\C(=O)CCCC1=NCCc1c(C)[nH]c2ccc(C)cc12	-14	-11	10%	-3%	12%	0%	-5%	0%	-20%
CCOc1cccc(CC(=O)NCc2ccc3c(c2)CCN3C(=O)c2ccc(F)cc2)c1OCC	4	.	.	4%	-8%	.	.	.	0%
Cc1ccc(-n2ncc3c(NCCC4=CCCCC4)ncnc32)cc1	3	.	.	-3%	14%	.	.	.	9%
COc1ccc(-c2cnc3ncnn3c2N)cc1	-2	-11	23%	-2%	9%	-1%	-6%	16%	-2%
CCOC(=O)C1CCCN(C(=O)c2ccc(NS(=O)(=O)c3ccc4[nH]c(=O)[nH]c4c3)cc2)C1 (stereo not given)	-3	37	16%	0%	0%	-3%	-16%	10%	-2%
CCCCNC(=O)COC(=O)c1ccccc1F	1	13	?	1%	6%	2%	0%	9%	17%
